High-throughput results: PubChem BioAssay, National Center for Advancing Translational Sciences (NCATS)
GLA spleen mod: qHTS Assay for Inhibitors and Activators of Human alpha-Galactosidase From Spleen Homogenate | Alpha-galactosidase A (Homo sapiens), P06280 | human spleen homogenate, 4MU-alpha-Gal fluorescence, 40 min | Potency, µM (doses to about 80 µM), without a hit: at the top dose activity change, negative = inhibition, most hits filed as inhibitors | 240,000 tested, 0.008% active | AID 2107, 2009;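 also: potency is read from the fitted curve at half-maximal effect; 0% = enzyme with vehicle and -100% = no enzyme basal signal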
Target sequence (P06280 32-429 limits assumed): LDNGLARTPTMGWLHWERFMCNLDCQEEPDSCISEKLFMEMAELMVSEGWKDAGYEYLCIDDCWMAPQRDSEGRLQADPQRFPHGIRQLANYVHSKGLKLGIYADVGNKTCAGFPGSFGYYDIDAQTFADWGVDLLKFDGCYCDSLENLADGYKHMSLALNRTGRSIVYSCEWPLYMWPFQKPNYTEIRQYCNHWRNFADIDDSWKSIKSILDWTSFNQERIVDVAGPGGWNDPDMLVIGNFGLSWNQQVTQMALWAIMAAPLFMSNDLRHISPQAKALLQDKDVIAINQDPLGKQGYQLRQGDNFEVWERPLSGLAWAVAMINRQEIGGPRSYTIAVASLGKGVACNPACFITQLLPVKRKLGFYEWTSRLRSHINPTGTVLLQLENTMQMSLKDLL
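Spleen homogenate 1 ug + cpd (titration) + 4-MU-alpha-D-galactopyranoside 1 mM; 37C 40 min; 50 mM citrate/phosphate pH 5.0, 0.01% Tween-20; stop pH 10; fluorescence 365/440; AC50 via Hill.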
CBFb-RUNX1 inh: qHTS Assay for Compounds Blocking the Interaction Between CBF-beta and RUNX1 for the Treatment of Acute Myeloid Leukemia. Runt-related transcription factor 1 (Homo sapiens) + Core-binding factor subunit beta …. AlphaScreen CBFb-His/RUNX1-biotin binding, biochemical. Potency, µM (doses to about 59.8 µM), inactives show at the top dose activity, negative = inhibition, actives largely listed as inhibitors. 230,000 tested, under 10 active. AID 1477, 2009; also: % of control where 0% means no effect
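Proteins preincubated together for 20 min at RT before compound addition; 15 min later, nickel and streptavidin beads were added and left 90 min prior to AlphaScreen measurement.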
TRb-SRC2 inh: qHTS for Inhibitors of the Interaction of Thyroid Hormone Receptor and Steroid Receptor Coregulator 2. TRbeta-SRC2 peptide binding, fluorescence polarization; receptor liganded with 1 µM T3. 280,000 tested, 0.065% active. Potency, µM (top dose mostly 106 µM), inactives show top-dose activity change, negative = inhibition, hits mostly inhibitors. Thyroid hormone receptor beta (Homo sapiens), P10828;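 also: potency is read from the fitted curve at half-maximal effect; plate controls were bound peptide for no effect and peptide without receptor for full effect; nearly all actives have a fitted effect of over 50% in size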
Target sequence (P10828 whole entry, looked up): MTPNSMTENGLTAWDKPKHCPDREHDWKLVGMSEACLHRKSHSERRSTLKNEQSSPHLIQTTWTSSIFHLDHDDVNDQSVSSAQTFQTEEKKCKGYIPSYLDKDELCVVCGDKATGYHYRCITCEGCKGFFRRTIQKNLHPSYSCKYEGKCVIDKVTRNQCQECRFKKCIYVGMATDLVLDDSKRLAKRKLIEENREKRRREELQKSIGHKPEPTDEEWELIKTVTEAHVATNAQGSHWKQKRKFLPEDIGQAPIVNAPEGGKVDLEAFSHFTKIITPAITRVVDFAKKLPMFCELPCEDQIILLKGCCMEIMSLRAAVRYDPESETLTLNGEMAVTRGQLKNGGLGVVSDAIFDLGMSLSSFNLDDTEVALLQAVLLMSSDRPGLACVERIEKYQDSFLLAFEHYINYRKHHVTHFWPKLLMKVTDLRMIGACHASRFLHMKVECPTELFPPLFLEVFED
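Polarization signal, normalized between peptide-alone and full complex controls, measured compound effects on T3-liganded human TRb LBD (0.6 uM) binding 20 nM Texas Red SRC2 peptide after 5 hr.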
NPSR antag: qHTS Assay for Antagonists of the Neuropeptide S Receptor: cAMP Signal Transduction; Q6W5P4; CHO-NPSR cells, cAMP TR-FRET, antagonist mode; Potency, µM (top dose mostly 38.3 µM), without a hit: at the top dose activity change, negative = inhibition, usual class: inhibitors; 220,000 tested, 1% active; also: potency is read from the fitted curve at half-maximal effect; % is scaled to controls: 0 for no effect and ±100 for the full control effect; nearly all actives have a fitted effect of over 50% in size; many of its hits are not listed in these tables
TR SRC2 fluor cs: Total Fluorescence Counterscreen for Inhibitors of the Interaction of Thyroid Hormone Receptor and Steroid Receptor Coregulator 2 | TRb/SRC2 Texas Red total fluorescence interference | Potency, µM (top dose mostly 106 µM), for inactives: top-dose fluorescence change, negative = quenching | 280,000 tested, 0.29% active | AID 1479, 2009; active = well fitted curve in either direction with a large enough effect; inconclusive = small, poorly fitted or top-dose-only effect; also: potency is read from the fitted curve at half-maximal effect; % is scaled to controls: 0 for no effect and ±100 for the full control effect
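Human TRβ ligand-binding domain (0.6 uM) and Texas Red SRC2 peptide (20 nM) in Tris buffer with 1 uM T3 and 5% DMSO were incubated with pinned compound for 5 hr at ambient temperature. Total fluorescence was computed as S + 2P (555/632 nm).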
Tau fluor cs: Counterscreen qHTS for Inhibitors of Tau Fibril Formation, Fluorescence Polarization; Potency, µM (highest dose often 57.7 µM), for inactives: top-dose activity change, negative = decrease; tau K18 P301L (four-repeat tau fragment) Alexa594 fluorescence, heparin fibrillization; 280,000 tested, 0.93% active; AID 1463, 2008; also: potency is read from the fitted curve at half-maximal effect; % is scaled to controls: 0 for no effect and ±100 for the full control effect; nearly all actives have a fitted effect of over 55% in size
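Human K18 P301L tau (15 uM unlabeled plus 0.24 uM Alexa 594-labeled, final) in 100 mM sodium acetate pH 7 was mixed with compound and 20 uM heparin and incubated 6 hr at 37 C.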
Epigenetic derep: Quantitative High-Throughput Screen for Regulators of Epigenetic Control. murine LDR cells, GFP reporter derepression, 30 h. Potency, µM (highest dose often 53.9 µM), for the others: at the top dose GFP activation, actives largely listed as activators. 280,000 tested, 0.2% active. AID 1865, 2009; also: potency is read from the fitted curve at half-maximal effect; % of control where 0% means no effect; nearly all actives have a fitted effect of over 60% in size
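In this reporter-derepression format, murine cells bearing a silenced integrated CMV-GFP locus incubate with test compound (30 h, 37 C), then are washed and imaged; fluorescent objects of 20–120 um count as induced cells.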
Tau fibril FP: qHTS for Inhibitors of Tau Fibril Formation, Fluorescence Polarization. Microtubule-associated protein tau (Homo sapiens), P10636. K18 P301L tau heparin fibrillization, Alexa594 FP, 6 h. Potency, µM (titrated, usually from 57.7 µM), for inactives: at the top dose activity, negative = inhibition, actives largely listed as inhibitors. 280,000 tested, 0.39% active. AID 1468, 2008; also: potency is read from the fitted curve at half-maximal effect; % is scaled to controls: 0 for no effect and ±100 for the full control effect; nearly all actives have a fitted effect of over 55% in size
Target sequence (P10636 561-689 P618L limits assumed): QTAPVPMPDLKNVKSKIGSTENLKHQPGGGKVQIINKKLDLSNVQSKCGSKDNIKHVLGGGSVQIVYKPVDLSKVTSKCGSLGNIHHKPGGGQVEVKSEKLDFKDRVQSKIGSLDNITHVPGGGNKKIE
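Compound effects on tau fibrillization are measured by Alexa 594 fluorescence polarization (ex 555, em 632 nm). K18 P301L tau is used at 15 uM with 0.24 uM labeled tracer, and 20 uM heparin induces aggregation over 6 hr at 37 C.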
The depositor's hits bear a star; u = inconclusive; x = no result given; [ ] = remark or other dose. Unless noted, calls follow the shape of the dose curve; as a rule, active = well fitted curve in the direction sought with a large enough effect; inconclusive = small, poorly fitted or top-dose-only effect, or another doubt; inactive = no such curve, though single readings can be large; an effect the other way counts as inactive or inconclusive. The list is partial; count on the stated rates, not on these rows.

no.	smiles	CBFb-RUNX1 inh	Epigenetic derep	TR SRC2 fluor cs	NPSR antag	Tau fluor cs	TRb-SRC2 inh	Tau fibril FP	GLA spleen mod
1	COC(=O)[C@@]1(Cc2ccc(F)cc2)[C@H]2c3cc(C(=O)N4CCCC4)n(Cc4cccc5ccccc45)c3C[C@H]2CN1C(=O)c1ccccc1	-28%	0.8%	1%	x	0%	3%	0%	-3%
2	COc1ccc(-c2noc(CCN3C(=O)c4ccccc4C3=O)n2)cc1OC	3%	u	-2%	-2%[46.1 µM]	-4%	-8%	-5%	21%
3	CCOc1ccccc1NS(=O)(=O)N(C)C	-1%	0.0%	3%	-8%[46.1 µM]	-10%	-17%	0%	2%
4	Cc1cc(C)nc(N2CCC(C(=O)Nc3ccc(Oc4ccccc4)cc3)CC2)n1	15%	-0.8%	-2%	-6%[46.1 µM]	-7%	-2%	6%	-6%
5	COC(=O)C(F)(Sc1c(C)n(C)n(-c2ccccc2)c1=O)C(F)(F)F (stereo not given)	4%	0.9%	-5%	6%[46.1 µM]	1%	-5%	-5%	-9%
6	CCn1c(=O)cc(C(F)(F)F)[nH]c1=S	9%	-0.3%	-6%	4%	0%	1%	-7%	1%
7	Cc1cc(=O)n(CC(=O)N2CCN(c3ccccc3F)CC2)c2c1c(C)nn2C	x	0.8%	-5%	x	11%	0%	6%	x
8	CCCCn1c(NCc2ccccc2O)nc2ccccc21	5%	-0.8%	2%	-23%[46.1 µM]	-28%	-5%	8%	-2%
9	COP(=O)(OC)C(Nc1cc(Cl)cc(Cl)c1)c1cccc(O)c1 (stereo not given)	1%	-3.8%	-1%	-9%	-11%	2%	-8%	-3%
10	O=C(Cn1cccc1C(=O)c1ccccc1)NCCC1=CCCCC1	-7%	0.4%	-2%	4%	-6%	-5%	-2%	6%
11	COc1ccccc1C/C(N)=N/OC(=O)COc1ccc2ccccc2c1	6%	-1.0%	-2%	-7%[46.1 µM]	-7%	-1%	1%	8%
12	CCc1ccc(CN(C)Cc2nc(COc3ccccc3)no2)nc1	-1%	2.2%	0%	0%	3%	1%	-4%	2%
13	CCOC(=O)C1=C(C)N(c2ccc(OC)cc2)C(=O)/C1=C\c1ccc(O)c(OCC)c1	1%	u	-3%	-42%	u	2%	u	-3%
14	Cc1cc(=O)oc2cc(OCC(=O)N3CC(C)OC(C)C3)ccc12 (stereo not given)	0%	-2.9%	1%	-5%[46.1 µM]	-5%	-4%	4%	1%
15	O=C(CNCc1cccs1)Nc1cc(S(=O)(=O)N2CCCC2)ccc1Cl	5%	1.6%	-1%	-21%	13%	-2%	u	23%
16	O=C(Nc1ccccc1Cl)N(Cc1nc2ccccc2c(=O)[nH]1)Cc1cccs1	-1%	0.0%	-7%	-18%[46.1 µM]	-6%	12%	-3%	2%
17	O=C(O)c1csc(-c2ccccc2)n1	6%	1.6%	0%	-9%	27%	8%	-1%	-1%
18	Cc1cc(C)c(S(C)(=O)=O)c(N(C)NC(=O)c2c(F)cccc2F)n1	-7%	4.3%	-2%	5%	7%	-3%	-1%	-3%
19	COc1ccc(S(=O)(=O)NCCCCC(=O)O)cc1C(=O)O	-1%	0.0%	-2%	8%	-1%	-8%	1%	7%
20	O/N=C1\CCCc2c1nc(-c1ccccc1F)n2O	6%	-1.4%	-1%	15%	u	0%	-11%	9%
21	Cc1oc2cc(OCc3cnn(-c4ccccc4)c3)ccc2c(=O)c1Oc1ccccc1F	-10%	6.1%	-4%	-22%	-19%	1%	-2%	0%
22	CC1CC(C)CN(C(=O)C2CCCN(S(=O)(=O)c3cnc[nH]3)C2)C1 (stereo not given)	5%	-2.9%	-1%	4%	-15%	4%	-5%	1%
23	O=S(NCc1ccco1)C12CC3CC(CC(C3)C1)C2 (stereo not given)	0%	-0.8%	-3%	0%[46.1 µM]	-3%	-10%	-8%	6%
24	Cc1cc(C)c2c(n1)sc1c(=O)n(Cc3ccc(F)cc3)cnc12	14%	0.0%	-3%	-37%	-5%	-4%	1%	-1%

10 of the compounds above, with values under each structure:
Screens in order: CBFb-RUNX1 inh | Epigenetic derep | TR SRC2 fluor cs | NPSR antag | Tau fluor cs | TRb-SRC2 inh | Tau fibril FP | GLA spleen mod
(12) CCc1ccc(CN(C)Cc2nc(COc3ccccc3)no2)nc1
→ -1% | 2.2% | 0% | 0% | 3% | 1% | -4% | 2%
(13) CCOC(=O)C1=C(C)N(c2ccc(OC)cc2)C(=O)/C1=C\c1ccc(O)c(OCC)c1
→ 1% | u | -3% | -42% | u | 2% | u | -3%
(14) Cc1cc(=O)oc2cc(OCC(=O)N3CC(C)OC(C)C3)ccc12 (stereo not given)
→ 0% | -2.9% | 1% | -5%[46.1 µM] | -5% | -4% | 4% | 1%
(15) O=C(CNCc1cccs1)Nc1cc(S(=O)(=O)N2CCCC2)ccc1Cl
→ 5% | 1.6% | -1% | -21% | 13% | -2% | u | 23%
(16) O=C(Nc1ccccc1Cl)N(Cc1nc2ccccc2c(=O)[nH]1)Cc1cccs1
→ -1% | 0.0% | -7% | -18%[46.1 µM] | -6% | 12% | -3% | 2%
(17) O=C(O)c1csc(-c2ccccc2)n1
→ 6% | 1.6% | 0% | -9% | 27% | 8% | -1% | -1%
(18) Cc1cc(C)c(S(C)(=O)=O)c(N(C)NC(=O)c2c(F)cccc2F)n1
→ -7% | 4.3% | -2% | 5% | 7% | -3% | -1% | -3%
(19) COc1ccc(S(=O)(=O)NCCCCC(=O)O)cc1C(=O)O
→ -1% | 0.0% | -2% | 8% | -1% | -8% | 1% | 7%
(20) O/N=C1\CCCc2c1nc(-c1ccccc1F)n2O
→ 6% | -1.4% | -1% | 15% | u | 0% | -11% | 9%
(21) Cc1oc2cc(OCc3cnn(-c4ccccc4)c3)ccc2c(=O)c1Oc1ccccc1F
→ -10% | 6.1% | -4% | -22% | -19% | 1% | -2% | 0%

One compound at a time, from the list above. Order of values: CBFb-RUNX1 inh	Epigenetic derep	TR SRC2 fluor cs	NPSR antag	Tau fluor cs	TRb-SRC2 inh	Tau fibril FP	GLA spleen mod
O=C(Nc1ccccc1Cl)N(Cc1nc2ccccc2c(=O)[nH]1)Cc1cccs1 reads -1%	0.0%	-7%	-18%[46.1 µM]	-6%	12%	-3%	2%
CC1CC(C)CN(C(=O)C2CCCN(S(=O)(=O)c3cnc[nH]3)C2)C1 (stereo not given) reads 5%	-2.9%	-1%	4%	-15%	4%	-5%	1%

The results go on:
no.	smiles	CBFb-RUNX1 inh	Epigenetic derep	TR SRC2 fluor cs	NPSR antag	Tau fluor cs	TRb-SRC2 inh	Tau fibril FP	GLA spleen mod
25	CCCSc1nnc(CN2CCOCC2)n1C	5%	1.6%	0%	-7%[46.1 µM]	2%	5%	1%	4%
26	O=C(NCCN1CCOCC1)Nc1ccc(Cl)cc1	3%	0.0%	4%	0%[46.1 µM]	6%	-3%	3%	-2%
27	c1ccc(Cc2noc(CN3CCCN(C4Cc5ccccc5C4)CC3)n2)cc1	2%	0.0%	-9%	4%	-2%	-10%	3%	3%
28	COC(=O)c1c(NC(=O)CN2CCC3(O)CCCCC3C2c2ccccc2OC)sc(C)c1C (stereo not given)	-6%	-1.9%	1%	-51%	16%	11%	7%	3%
29	Cc1nnc(NC(=O)Nc2ccc(Cl)c(Cl)c2)s1	1%	1.6%	-1%	-7%[46.1 µM]	-24%	-7%	-8%	-2%
30	COc1cc([C@@H]2c3cc4c(cc3[C@@H](O)[C@@H](CO)[C@@H]2CO)OCO4)cc(OC)c1O[Si](C)(C)C(C)(C)C	-2%	-1.1%	-1%	u	-9%	3%	-5%	2%
31	CC(C)C(=O)Nc1ccc(NC(=S)NC(=O)c2cc3ccccc3o2)cc1	2%	0.1%	-5%	-6%	-3%	0%	-11%	4%
32	COc1ccc(NC(=O)CSc2nnnn2-c2ccc(OC)cc2)cc1	5%	-7.6%	0%	-10%[46.1 µM]	-2%	-7%	-4%	5%
33	O=C(c1c(F)cccc1F)N(Cc1ccccn1)C1CC1	4%	-1.0%	-2%	0%[46.1 µM]	-1%	-11%	8%	3%
34	CN(c1ccc(C(=O)Nc2ccccc2C(=O)N2CCCC2)cc1)S(C)(=O)=O	-4%	-1.7%	0%	-8%[46.1 µM]	0%	-21%	-8%	5%
35	CC(=O)OC[C@@]1(O)C[C@]23CCC4c5ccoc5CC[C@@]4(C)C2CCC1C3 (stereo not given in full)	x	-2.3%	-2%	x	-5%	-2%	-4%	3%
36	COc1ccc(C2CC(C(F)(F)F)n3nc(C(=O)O)c(Br)c3N2)cc1 (stereo not given)	-2%	-4.5%	3%	-16%[46.1 µM]	-7%	-14%	4%	3%
37	O=C(O)CNS(=O)(=O)c1cc(Cl)c(Cl)cc1Cl	6%	-1.1%	0%	-10%[46.1 µM]	6%	1%	0%	-1%
38	COc1ccccc1S(=O)(=O)Nc1cccc(-c2nnc3n2CCCCC3)c1	4%	6.7%	-1%	-4%[46.1 µM]	-3%	-11%	-12%	-6%
39	COc1ccc(C2CC(c3ccccc3)=NN2c2ccc(Cl)c(C(=O)O)c2)cc1 (stereo not given)	u	-5.4%	-10%	u	-21%	-8%	-2%	u
40	Cc1cc(C)cc(C(=O)N2CC(C)SC2=Nc2cccc(S(=O)(=O)N(C)C)c2)c1 (stereo not given)	-2%	1.0%	3%	-19%[46.1 µM]	-8%	7%	11%	0%
41	O=C(CNC(=O)c1ccc([N+](=O)[O-])cc1)N/N=C\c1ccc(OC(=O)c2ccccc2)cc1	23%	-1.0%	-6%	17%[46.1 µM]	0%	-8%	-9%	7%
42	O=C(NCc1ccc2c(c1)OCO2)c1c(O)c2cccc3c2n(c1=O)CCC3	3%	-4.0%	-2%	-11%[46.1 µM]	-5%	2%	3%	7%
